Rv3671c protease: inhibits the M. tuberculosis serine protease Rv3671c. P9WHR9. inhibition, % at 5.96 µM. 320,000 tested, 0.048% active. AID 2606; in the data active = inhibition above about 38%;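 also: extracellular domain of Rv3671c used as enzyme; 0% = enzyme with DMSO and 100% = no enzyme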
Target sequence (P9WHR9 whole entry, looked up, the tested form may be a part): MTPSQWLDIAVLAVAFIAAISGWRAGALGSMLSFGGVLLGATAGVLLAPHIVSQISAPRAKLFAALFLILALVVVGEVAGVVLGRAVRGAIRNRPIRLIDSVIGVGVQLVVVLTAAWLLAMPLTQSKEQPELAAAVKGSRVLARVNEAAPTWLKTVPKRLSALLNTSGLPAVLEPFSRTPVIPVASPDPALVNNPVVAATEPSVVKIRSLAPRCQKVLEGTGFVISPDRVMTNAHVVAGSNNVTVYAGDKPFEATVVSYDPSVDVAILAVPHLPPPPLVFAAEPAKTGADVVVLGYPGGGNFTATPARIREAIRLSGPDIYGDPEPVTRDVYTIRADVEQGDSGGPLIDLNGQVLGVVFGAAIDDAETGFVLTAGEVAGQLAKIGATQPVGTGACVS
GDH-TPI counter: inhibits GDH-TPI coupling enzymes, artifact for Mtb FBA screen | GDH-TPI coupled enzyme counterscreen, NADH absorbance | inhibition, % at 4.8 µM | 360,000 tested, 1.2% active | AID 588335; in the data active = inhibition above about 30%;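 also: 0% = DMSO wells and 100% = wells lacking the enzyme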
Mtb FBA inh: inhibits M. tuberculosis FBA enzyme | purified M. tuberculosis FBA, fluorescence read-out | AID 588726 | inhibition, % at 1 µM | 360,000 tested, 2.3% active; in the data active = inhibition above about 27%;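 also: 0% = vehicle and 100% = reference inhibitor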
Target sequence (P9WQA3 whole entry, looked up): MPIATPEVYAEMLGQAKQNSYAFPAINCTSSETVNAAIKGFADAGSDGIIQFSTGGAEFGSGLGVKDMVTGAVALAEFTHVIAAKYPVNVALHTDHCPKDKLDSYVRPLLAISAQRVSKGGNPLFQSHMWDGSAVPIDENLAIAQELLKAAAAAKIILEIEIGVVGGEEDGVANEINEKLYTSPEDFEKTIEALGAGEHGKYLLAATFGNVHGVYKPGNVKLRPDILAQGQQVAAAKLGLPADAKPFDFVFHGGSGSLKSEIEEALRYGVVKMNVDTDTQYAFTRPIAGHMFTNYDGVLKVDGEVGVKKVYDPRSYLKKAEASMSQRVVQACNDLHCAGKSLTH
MazEF act: increases E. coli MazEF RNase cleavage of RNA. P0AE70. FAM/BHQ RNA-DNA oligo cleavage fluorescence, 5 h. activation, % at 20 µM. 350,000 tested, 0.32% active. AID 504720; in the data active = activation above about 50%
Target sequence (P0AE70 whole entry, looked up): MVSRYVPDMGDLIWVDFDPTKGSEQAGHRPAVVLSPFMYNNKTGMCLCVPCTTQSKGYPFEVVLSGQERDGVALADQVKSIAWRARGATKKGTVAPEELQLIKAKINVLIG
Mtb UGM inh: Mtb UDP-galactopyranose mutase inhibition; inhibition, % at 10 µM; purified UGM, fluorescence polarization probe displacement; P9WIQ1; 320,000 tested, 0.06% active; in the data active = inhibition above about 10%, passing the limit was not always enough
Mtb BioA inh: blocks M. tuberculosis BioA enzyme activity; purified M. tuberculosis BioA enzyme, plate reader; inhibition, % at 9.99 µM; 360,000 tested, 0.096% active; AID 602481; in the data active = inhibition above about 40%
SARS 3CLpro inh: SARS-CoV 3CLpro protease inhibition; AID 1706; inhibition, % at 6 µM; recombinant SARS-CoV 3CLpro, quenched FRET peptide cleavage; 290,000 tested, 0.14% active; P0C6X7; in the data active = inhibition above about 12%
BH1578 lux ind: inducers of Vibrio cholerae quorum light production without autoinducers; V. cholerae BH1578 lux reporter, luminescence, 6 h; activation, % at 18.7 µM; AID 588436; 350,000 tested, 0.16% active; in the data active = activation mostly above about 9.7%, no sharp cut-off; also: not every result past the cut was called active; inactives centre near 0; reference of the scale not given here
DUSP3 inh: blocks human VHR1 dual specificity phosphatase; P51452; 290,000 tested, 0.52% active; inhibition, % at 13.3 µM; AID 1654; recombinant VHR phosphatase, pNPP absorbance; in the data active = inhibition above about 50%; also: some compounds called inactive have numbers as strong as hits
Target sequence (P51452 whole entry, looked up): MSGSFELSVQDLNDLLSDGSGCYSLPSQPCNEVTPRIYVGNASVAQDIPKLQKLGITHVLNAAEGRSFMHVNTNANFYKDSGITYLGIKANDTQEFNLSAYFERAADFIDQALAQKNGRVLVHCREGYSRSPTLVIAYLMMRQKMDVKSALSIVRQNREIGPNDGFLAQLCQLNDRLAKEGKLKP
PriA SSB inh: inhibitors of Klebsiella pneumoniae PriA binding to SSB C-terminal tail | AID 1272365 | inhibition, % at 33 µM | AlphaScreen SSBct-PriA binding, biotinylated peptide | 430,000 tested, 0.6% active; in the data active = inhibition mostly above about 37%, no sharp cut-off; inactive = mostly below about 20%;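 also: plate controls were negative control peptide for no effect and reference peptide for full effect; strong numbers were not always called active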
* hit, by the source's call; i = inactive; x = no result given. Some of the compounds tested, so the mix of outcomes need not match the whole.

SMILES | Rv3671c protease | GDH-TPI counter | Mtb FBA inh | MazEF act | Mtb UGM inh | Mtb BioA inh | SARS 3CLpro inh | BH1578 lux ind | DUSP3 inh | PriA SSB inh
CCCCCCCCNC(=O)C(CCC(=O)OCc1ccccc1)NC(C)=O (configuration not stated) | 7 | 8 | 0 | -7 | 0.4 | -0.2 | -1 | i | 13 | 0
CCc1nc2ccc(C(=O)NCc3ccc4c(c3)OCO4)cn2c1N(CC)Cc1cccc(Br)c1 | x | 8 | 2 | x | x | -1.6 | x | -0.5 | x | x
CC(C)=CC[N+]1(C)CCCCC1 | -5 | 8 | 6 | -1 | 0.6 | x | -1 | i | -17 | -4
Cc1ccsc1C(=O)C1CCCN(Cc2cccn2-c2ccccn2)C1 (configuration not stated) | -1 | -2 | 0 | 4 | -0.4 | 1.8 | 6 | i | 25 | 3
COc1ccc(CC(=O)Nc2nc3ccccc3[nH]2)cc1 | -2 | 6 | 1 | 14 | -1.3 | x | -5 | -0.2 | 21 | -8
O=c1oc(Nc2ccccc2Cl)nc2ccccc12 | x | 3 | 24 | -5 | x | x | 0 | 0.1 | 12 | -17
COc1ccc(NC(=O)/C=C/c2cc(OC)c(OC)c(OC)c2)cn1 | -5 | 4 | 4 | 7 | 1.6 | x | -3 | -1.0 | 10 | -5
CCOC(=O)C1CCCN(C(=O)COC(=O)c2cc(=O)c3ccccc3o2)C1 (configuration not stated) | -9 | 3 | -1 | 17 | 0.7 | -1.4 | 1 | -7.7 | 19 | -7
CC(C)NC(=O)CCn1ccc2cc(S(=O)(=O)N3CCCC3)ccc21 | 4 | -15 | 0 | 11 | 1.1 | 0.3 | 1 | -0.2 | -10 | 0
CCCC1(C)Nc2ccccc2-c2nc3ccccc3n21 (configuration not stated) | 3 | 21 | 179* | -3 | 2.8 | -1.7 | -2 | -0.4 | 21 | 1
CCOC(=O)c1[nH]cnc1C(=O)Nc1ccncc1 | 1 | 0 | -3 | 5 | -1.7 | 0.2 | -3 | i | 5 | -14
COc1ccccc1NC(=O)C1CCCN(S(=O)(=O)c2ccc3c(c2)CC(C)N3C(C)=O)C1 (configuration not stated) | 2 | 2 | -1 | 7 | 1.2 | 1.5 | -7 | i | 69 | -5
Cc1ccc(CC(=O)NC2CCN(C)CC2)cc1 | 3 | -15 | 0 | 10 | -1.5 | -0.6 | -4 | -0.4 | 93 | -18
CC(C)CC(C(=O)Nn1cnnc1)N1C(=O)c2ccccc2C1=O (configuration not stated) | -11 | 2 | 0 | 15 | -1.3 | -1.1 | 3 | i | -4 | -5
Cc1c([N+](=O)[O-])nnn1-c1cc(Cl)cc(Cl)c1 | 7 | -11 | -3 | 2 | 0.6 | x | 4 | i | 6 | -8

Some values from the list:
In Mtb UGM inh, CCCCCCCCNC(=O)C(CCC(=O)OCc1ccccc1)NC(C)=O (configuration not stated) has 0.4
In BH1578 lux ind, CCCC1(C)Nc2ccccc2-c2nc3ccccc3n21 (configuration not stated) has -0.4

Compound profiles (already shown):
CCCC1(C)Nc2ccccc2-c2nc3ccccc3n21 (configuration not stated) reads Rv3671c protease = 3; GDH-TPI counter = 21; Mtb FBA inh = 179*; MazEF act = -3; Mtb UGM inh = 2.8; Mtb BioA inh = -1.7; SARS 3CLpro inh = -2; BH1578 lux ind = -0.4; DUSP3 inh = 21; PriA SSB inh = 1
CC(C)NC(=O)CCn1ccc2cc(S(=O)(=O)N3CCCC3)ccc21 reads Rv3671c protease = 4; GDH-TPI counter = -15; Mtb FBA inh = 0; MazEF act = 11; Mtb UGM inh = 1.1; Mtb BioA inh = 0.3; SARS 3CLpro inh = 1; BH1578 lux ind = -0.2; DUSP3 inh = -10; PriA SSB inh = 0

More compounds follow:
SMILES | Rv3671c protease | GDH-TPI counter | Mtb FBA inh | MazEF act | Mtb UGM inh | Mtb BioA inh | SARS 3CLpro inh | BH1578 lux ind | DUSP3 inh | PriA SSB inh
CC(=O)c1ccc(NC(=O)CSc2ccc(-c3ccc4c(c3)OCO4)nn2)cc1 | 5 | 11 | 1 | -28 | -1.4 | 0.9 | 10 | -0.7 | 12 | -16
Cc1ccc(NC(=O)CN(C)CCOc2ccccc2)c([N+](=O)[O-])c1 | 0 | -1 | -3 | -5 | 1.2 | 0.5 | -3 | i | 42 | 0
Cc1nc2scc(C)n2c(=O)c1S(=O)(=O)Nc1ccc(F)cc1 | -6 | 15 | 1 | 10 | 0.2 | -0.3 | 0 | -0.2 | 20 | -3
Cc1cc(C(=O)Nc2ncn(Cc3ccc(F)cc3)n2)ccc1[N+](=O)[O-] | 6 | 7 | 1 | 1 | 0.3 | x | -4 | i | 38 | -4
CSc1ncc(OCc2ccccc2)c(=O)[nH]1 | 1 | 13 | -4 | 7 | -2.2 | x | 3 | -0.5 | 27 | 4
Cc1ccccc1C(=O)N1CCC(C(=O)Nc2cccc(S(=O)(=O)N3CCCCC3)c2)CC1 | -3 | 6 | 1 | 0 | -0.5 | -2.0 | x | 5.0 | x | 8
COc1ccc2cc(C#N)c(N3CCN(C(=O)c4ccccc4C)CC3)nc2c1 | 0 | 0 | 18 | -1 | -5.2 | -0.1 | 1 | i | 17 | -6
O=C(Cc1ccccc1Cl)Nc1ccc(S(=O)(=O)Nc2nccs2)cc1 | 2 | -1 | -1 | -1 | 2.0 | -6.0 | -4 | -1.3 | 24 | -9
Cc1c(C(=O)Nc2cccnc2)oc2ccc(Br)cc12 | -13 | 17 | -1 | 13 | -1.4 | 9.9 | -3 | -0.4 | -41 | -7
O=C(/C=C/c1ccco1)NC(=S)Nc1nc(-c2ccc(Cl)cc2)cs1 | 6 | 8 | -1 | 5 | 0.7 | -5.7 | -3 | -0.1 | 26 | 0
Oc1ccccc1-c1nnc(SCCN2CCOCC2)n1Cc1ccccc1 | 1 | 1 | 1 | 10 | -2.8 | -0.6 | 3 | i | 12 | 7
Cn1cnnc1SCC(=O)NC(=O)NCc1ccccc1 | -2 | 10 | 1 | 1 | x | -0.1 | x | 3.1 | x | 7
COC(C[C@@H]1O[C@H]1[C@@H](O)COCc1ccccc1)OC | x | 10 | 2 | 7 | x | -0.6 | x | i | -4 | -17
COc1cc2cc(C(=O)Nc3ccccc3)c(N)nc2cc1OC | 4 | 13 | 22 | 8 | 0.2 | 1.5 | -2 | i | 12 | -10
O=C(/C=C\c1cccs1)c1c(O)ccc2ccc(=O)oc12 | 4 | 36* | -7 | 2 | -0.2 | -0.6 | 5 | i | 7 | -7
O=C(CSc1nc(-c2cccs2)cc(C(F)(F)F)n1)Nc1cc(OCC(F)(F)C(F)F)cc([N+](=O)[O-])c1 | -10 | 9 | 1 | 7 | 2.2 | x | 0 | -0.4 | 8 | -18
C=CCNC(=O)CN1N=C(c2ccc(C)cc2)CCC1=O | -4 | -2 | -1 | 2 | 1.6 | -1.1 | -2 | i | -25 | 6
Cc1nc(Nc2ccc3c(c2)OCO3)c2oc3ccccc3c2n1 | 1 | 17 | 0 | 7 | 1.7 | 8.1 | 4 | -0.2 | 4 | -5
CCNC(=S)N(Cc1c(C)noc1C)c1ccccc1 | -3 | 3 | 1 | -5 | 1.5 | x | 6 | i | 2 | -5
CC(=O)NC1CC2CCCC(C1)N2C(=O)Nc1ccc(Cl)c(C(F)(F)F)c1 (configuration not stated) | -7 | -11 | -3 | -4 | 0.7 | x | -3 | -0.2 | -8 | -14
O=C1CCC(C(=O)OC(C(=O)c2c[nH]c3ccccc23)c2ccccc2)=NN1 (configuration not stated) | -8 | 3 | -1 | 2 | 2.9 | 0.8 | -7 | i | -7 | 1
COCCCNC(=O)c1ccc(CN2CCc3ccccc3C2)cc1 | 4 | -3 | 0 | -1 | 1.1 | x | -2 | -1.5 | 20 | -12
CCN(C(=O)c1coc(=O)c(Br)c1)c1ccc2c(c1)OCO2 | -37 | 24 | 80* | -26 | 0.0 | -0.2 | 2 | -0.5 | 25 | 12
Cc1cccc(NC(=O)/C(C#N)=C\c2cc(C)n(-c3ccc(C(=O)O)cc3)c2C)c1 | -12 | 17 | 1 | 1 | 1.2 | x | 4 | i | 1 | -1
COc1ccccc1N1CCN(S(=O)(=O)CCNC(=O)C2CC2)CC1 | 0 | 8 | 0 | 6 | 3.4 | 12 | x | i | x | -6
Cc1ccc(N2C(=O)NC(C(F)(F)F)(C(F)(F)F)C3=C2CC(C)(C)CC3=O)cc1 | -8 | -2 | -2 | 14 | 1.8 | -1.9 | 4 | -0.3 | 3 | -7
Cc1ccc2nnn(Cc3cccc(C(C)(C)C)c3O)c2c1 | -1 | 2 | -1 | 5 | 0.1 | 0.5 | x | -0.4 | x | -31
COc1ccc(CNC(=O)C2CCN(S(=O)(=O)N3CCC(C)CC3)CC2)c(OC)c1 | x | 5 | -2 | 7 | x | -0.6 | x | -0.6 | x | x
Cc1csc(NC(=O)CCCSc2nc3ccccc3s2)n1 | -2 | -6 | 1 | 0 | 1.6 | 1.3 | -2 | i | -12 | 4
COc1cc(OC)cc(C(=O)Nc2ccc(N3CCOCC3)cc2N2CCOCC2)c1 | -1 | 5 | 7 | 6 | 4.5 | -0.9 | x | i | x | 16
O=C1CCC(C(=O)Nc2ccc(OC(F)F)cc2)N1 (configuration not stated) | -2 | 3 | 1 | 3 | -1.3 | 0.5 | -1 | i | 29 | -6
Cc1cc(CN2CCN(CCC#N)CC2)c(O)c(C2(C)CCCCC2)c1 | 2 | 4 | 1 | -4 | -0.2 | -3.2 | 1 | -1.1 | 6 | 4
Cc1nc(NC(=O)CSc2nc3cccnc3n2C2CCCCC2)sc1C | 0 | 2 | 3 | 8 | -2.0 | -1.5 | 1 | x | 4 | -2
Cc1ccc(NC(=O)c2cccs2)cc1NC(=O)c1cccnc1 | 8 | -6 | 0 | 5 | 3.0 | x | 4 | -0.6 | 17 | -5
CCn1c(C(=O)N2CCc3ccccc3C2)cc2sccc21 | -6 | 16 | 4 | -8 | -1.2 | 2.7 | -2 | -0.2 | 36 | -309
CSc1ccc(NC(=O)NCc2cccnc2)cc1 | -11 | 2 | 3 | 6 | 0.0 | -1.1 | -3 | 0.6 | 27 | 7
CC(C)OCC(O)Cn1c(N2CCCC2)nc2c1c(=O)[nH]c(=O)n2C (configuration not stated) | 9 | -10 | 2 | -3 | 3.9 | -1.8 | 0 | -0.3 | 12 | -10
COC(=O)CCc1c(C)c(C(=O)c2cc(F)c(F)c(F)c2F)c2ccccn12 | 2 | 7 | 1 | -17 | 1.9 | x | 5 | i | 33 | 10
Cc1ccc(C(C)C)cc1NC(=O)Nc1ccc([N+](=O)[O-])cc1 | -100 | 21 | -2 | 13 | -0.6 | x | 4 | -0.9 | 7 | -8
Oc1ccc(N2CCN(Cc3c(-c4ccccc4)nc4ccccn34)CC2)cc1 | 10 | 3 | -7 | -1 | 1.2 | -0.5 | -2 | -0.7 | 12 | 17
Cc1ccnc(SCc2cc(=O)c(OC(=O)c3ccc(S(=O)(=O)N(C)C)cc3)co2)n1 | 3 | -2 | 3 | -2 | 5.4 | x | 1 | -3.6 | 8 | -2
CCOc1ccc(C(=O)NC(=S)Nc2ccccc2N2CCCCC2)cc1[N+](=O)[O-] | -1 | 14 | -2 | 6 | -0.8 | x | 0 | -0.2 | -1 | 15
CC(=O)N1CCn2c3c(c4cc(C)ccc42)CCCC31 (configuration not stated) | 0 | 4 | 12 | 1 | -3.5 | 0.2 | 4 | i | -5 | -11
COc1ccc(-n2ncc(S(=O)(=O)c3ccccc3)c2-c2ccc(Cl)cc2)cc1 | 1 | -3 | 0 | 1 | 0.3 | x | 1 | -0.3 | -7 | -7
Cc1cccc(-n2c(SCc3cc(=O)n4ccsc4n3)nc3ccccc3c2=O)c1 | -8 | 1 | -3 | -19 | -1.8 | 5.7 | 1 | -0.4 | 31 | -9
Cn1cc(CN2CCCCC2c2ccccn2)c(-c2ccc3c(c2)OCCO3)n1 (configuration not stated) | 1 | 6 | 0 | -6 | 0.0 | x | 1 | i | -1 | -9

Assay outcomes deposited in PubChem BioAssay by several laboratories.
